# From PubChem BioAssay
# CD40 NFkB inh – CD40 pathway inhibition in BL2 cells | BL2 NF-kB luciferase reporter, CD40L-induced, 4 h | inhibition, % at 10 µM | 83,000 tested, 0.94% active | AID 1053188;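 active = mean inhibition of at least 50% with a set share of replicates also reaching that level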;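 also: 0% = neutral control wells and 100% = IKK inhibitor VII at 50 µM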
# An asterisk follows results filed as active; & = joins results of further samples. This is a subset; the hit share may differ from the screen's.
SMILES,CD40 NFkB inh
CC[C@@H]1C(=O)OC[C@@H]1Cc1cncn1C,0.8&-7.3
